a7 integrin act – activates integrin-mediated alleviation for muscular dystrophy; alpha7betagal myoblasts, beta-gal FDG fluorescence, 48 h; Potency, µM (highest dose often 38.3 µM), for inactives: at the highest dose activation, most hits filed as activators; 0.064% of 350,000 active;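 note: potency is the fitted concentration of half-maximal effect; 100% = response of the positive control SU9516; nearly all actives have a fitted effect of over 60% in size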
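alpha7betagal+/- myoblasts (passage 13, 250/well) treated 48 h at 37C with compounds at 1:260 dilution of DMSO stock. Lysed, then beta-galactosidase activity read as FDG fluorescence (ex 480/em 540) after 30 min, with pre-read for autofluorescence.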
TRPV1 agonist – agonists of human vanilloid receptor 1 (TRPV1); Q8NER1; 0.19% of 320,000 active; activation, % at 8.33 µM; TRPV1-expressing cells, Fluo-8 calcium influx, agonist mode; in the data active = activation above about 80%; inconclusive = between about 30% and that limit; note: 0% is about no effect
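Fluo-8 calcium influx in TRPV1-expressing cells, kinetic read (ex 480/em 520 nm). Compound added and read 3 min for agonist activity, followed by capsaicin at EC20 final and 2 min further read for enhancement.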
Eya2 inh – Eya2 (human) phosphatase inhibition; AID 488837; recombinant Eya2, OMFP fluorescence dephosphorylation (OMFP is methylfluorescein phosphate); Potency, µM (titrated, usually from 76.9 µM), for the others: at the highest dose activity, negative = inhibition, usual class: inhibitors; O00167; 0.006% of 330,000 active; note: potency is the fitted concentration of half-maximal effect; % is set by controls: 0 for no effect and ±100 for the full control effect
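Eya2 protein (added as 0.2 uM solution) was preincubated with compound for 10 min at ambient temperature in 50 mM HEPES pH 7.5, 50 mM NaCl, 5 uM MgCl2, 0.05% BSA, 1 mM DTT. OMFP (added at 50 uM) then reacted 10 min; fluorescence read at 485/525 nm.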
ELG1 genotoxic – induces genotoxicity in HEK293T cells with luciferase-tagged ELG1. HEK293T ELG1-luciferase reporter, luminescence, 16 h. 1.3% of 330,000 active. AID 504466. Potency, µM (top dose mostly 46 µM), for the others: top-dose activity change, positive = activation, most hits filed as activators; note: potency is the fitted concentration of half-maximal effect; % of control where 0% means no effect; nearly all actives have a fitted effect of over 60% in size
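HEK293T cells expressing luciferase-tagged ELG1 were treated with compound or DMSO for 16 hr at 37°C. Luciferase activity was then read after 30 min with ONE-Glo at room temperature; rising signal flags genetic stress.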
USP2a inh – blocks human ubiquitin-specific protease USP2a. O75604. USP2 core, Ub-CHOP2 coupled fluorogenic reporter, 485/531. Potency, µM (titrated, usually from 38.3 µM), without a hit: at the top dose activity change, negative = inhibition, usual class: inhibitors. 0.01% of 330,000 active. AID 463254;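 note: potency is the fitted concentration of half-maximal effect; plate controls were DMSO wells for no effect and full inhibition by NEM control for full effect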
Target sequence (O75604 whole entry, looked up): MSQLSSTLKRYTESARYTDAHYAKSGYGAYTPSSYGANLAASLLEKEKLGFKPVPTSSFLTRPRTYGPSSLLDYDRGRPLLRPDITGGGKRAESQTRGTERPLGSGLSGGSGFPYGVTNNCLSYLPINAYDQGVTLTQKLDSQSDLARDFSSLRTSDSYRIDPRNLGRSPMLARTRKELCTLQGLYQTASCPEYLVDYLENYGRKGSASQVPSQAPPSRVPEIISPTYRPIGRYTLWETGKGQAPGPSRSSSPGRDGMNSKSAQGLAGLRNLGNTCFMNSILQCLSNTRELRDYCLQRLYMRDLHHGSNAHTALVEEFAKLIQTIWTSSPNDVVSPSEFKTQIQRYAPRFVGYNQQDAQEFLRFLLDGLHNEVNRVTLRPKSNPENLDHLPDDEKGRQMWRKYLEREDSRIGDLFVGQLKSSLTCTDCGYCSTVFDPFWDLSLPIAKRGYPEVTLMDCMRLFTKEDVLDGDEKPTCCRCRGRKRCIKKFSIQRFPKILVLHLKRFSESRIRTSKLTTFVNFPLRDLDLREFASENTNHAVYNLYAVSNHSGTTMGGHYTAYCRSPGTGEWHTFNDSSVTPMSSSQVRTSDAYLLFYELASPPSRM
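Deubiquitinase activity read as fluorescence (485/531 nm) after Ub-CHOP2 cleavage activates the enterokinase reporter on its substrate; USP2 core 10nM, Ub-CHOP2 and substrate 25nM each, 30min compound preincubation then 60min RT; data normalized to NEM, curves fitted.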
S-ASM inh – inhibitors of human secretory acid sphingomyelinase; Potency, µM (top dose mostly 57.5 µM), for the others: top-dose activity change, negative = inhibition, usual class: inhibitors; placental ASM, HMU-PC fluorogenic substrate, 60 min; 0.006% of 340,000 active; note: potency is the fitted concentration of half-maximal effect
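qHTS format. ASM enzyme prepared from human placenta hydrolyses the fluorogenic substrate HMU-PC0 (9 uM final) over 60 min at 37 °C after a 10 min compound preincubation.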
BRCA1 expr up – activators of BRCA1 expression; MCF7-BRCA1-FFLuc reporter, luminescence, 48 h; response scale: scaled: vehicle 0%, 10 µM genistein 100%; 1.1% of 380,000 active; Potency, µM (series often up to 46.1 µM), for the others: at the top dose activation, usual class: activators; note: potency is the fitted concentration of half-maximal effect; nearly all actives have a fitted effect of over 80% in size; some results filed as inactive show a strong effect at the top dose
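MCF7 cells carrying a BRCA1-firefly luciferase reporter (2000 cells/well, phenol-red free MEM) were attached for 2 h at 37 °C, then given compounds for 48 h. Luminescence was read 15 min after luciferase reagent; activity normalized to genistein (10 microM) and DMSO.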
p53 reactivator – re-activators of mutant p53; AID 504706; H1299 p53-A138V BP100-luciferase reporter, luminescence, 24 h; Potency, µM (titrated, usually from 92.2 µM), for inactives: top-dose activity change, positive = activation, usual class: activators; 0.063% of 320,000 active; note: potency is the fitted concentration of half-maximal effect; % of control where 0% means no effect; nearly all actives have a fitted effect of over 45% in size
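p53-null H1299 cells stably carrying temperature-sensitive p53-A138V and a BP100-luciferase reporter were pinned with compounds (4-point, 1:5 series) and held 24 hrs at 37 deg C. Luminescence was read 10 min after detection reagent.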
uPA generation – cell surface uPA generation inhibition | cell surface uPA generation assay, qHTS | Potency, µM (top dose mostly 38.3 µM), for the others: at the highest dose activity change, negative = inhibition, hits mostly inhibitors | 0.31% of 330,000 active; active = well fitted inhibition curve with a large enough effect; inconclusive = small, poorly fitted or top-dose-only effect; inactive = no such curve, though single readings can be large or run the other way; tested in mouse RAW 264.7 cells; note: potency is the fitted concentration of half-maximal effect; % is set by controls: 0 for no effect and ±100 for the full control effect; nearly all actives have a fitted effect of over 55% in size
TSG101-PTAP inh – blocks PTAP/TSG101 interaction to inhibit HIV-1 budding; Potency, µM (top dose mostly 115 µM), inactives show at the highest dose activity change, negative = inhibition, hits mostly inhibitors; Fluorescence polarization, FITC-PTAP peptide / Tsg101 binding; 340,000 tested, under 10 active; Q99816; active = well fitted inhibition curve with a large enough effect in the main read-out, with a control signal flat, not every such curve was filed as active; inconclusive = small, poorly fitted or top-dose-only effect, or effect the other way, or a change in a side signal; inactive = no such curve, though single readings can be large or run the other way; note: potency is the fitted concentration of half-maximal effect; % of control where 0% means no effect
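Steps: Tsg101 binding domain dispensed (10 uM final), compounds pinned in DMSO, FITC-labeled PTAP-motif peptide added (50 nM final); after 20 min binding at room temperature, polarization measured.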
B2AR arrestin – beta2AR (human) beta-arrestin recruitment activity. P07550. beta-arrestin recruitment to beta2AR, cell-based reporter. Potency, µM (titrated, usually from 46.1 µM), for inactives: top-dose activation, usual class: activators. 0.02% of 330,000 active. AID 492947;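 note: potency is the fitted concentration of half-maximal effect; 0% = DMSO controls and full agonism = EC100 isoproterenol or metaproterenol; nearly all actives have a fitted effect of over 65% in size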
Target sequence (P07550 whole entry, looked up): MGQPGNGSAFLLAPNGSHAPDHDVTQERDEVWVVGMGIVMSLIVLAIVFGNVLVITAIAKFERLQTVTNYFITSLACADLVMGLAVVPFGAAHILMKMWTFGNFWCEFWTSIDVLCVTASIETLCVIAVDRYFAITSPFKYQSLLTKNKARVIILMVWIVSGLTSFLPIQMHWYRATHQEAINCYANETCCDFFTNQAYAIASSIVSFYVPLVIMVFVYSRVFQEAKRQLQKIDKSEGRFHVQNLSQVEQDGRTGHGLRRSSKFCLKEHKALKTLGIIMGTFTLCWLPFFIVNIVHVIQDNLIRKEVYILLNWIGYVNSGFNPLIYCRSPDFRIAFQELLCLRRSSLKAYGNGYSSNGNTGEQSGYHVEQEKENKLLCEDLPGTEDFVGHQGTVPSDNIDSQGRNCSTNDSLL
* hit, by the source's call; ? = inconclusive; nt = no result given; [ ] = another dose, or the depositor's remark. Unless noted, calls come from the whole dose curve; as a rule, active = well fitted curve in the direction sought with a large enough effect; inconclusive = small, poorly fitted or top-dose-only effect, or another doubt; inactive = no such curve, though single readings can be large; an effect the other way counts as inactive or inconclusive. An unsorted share of the library; overall some 2.6% were active at least once.

SMILES	a7 integrin act	TRPV1 agonist	Eya2 inh	ELG1 genotoxic	USP2a inh	S-ASM inh	BRCA1 expr up	p53 reactivator	uPA generation	TSG101-PTAP inh	B2AR arrestin
CCCCCCOC(=O)/C=C/c1c(C)[nH]c(=O)[nH]c1=O	-13%	0	8%	-2%	0%	-4%	-8%	-4%	-1%	-3%	0.0%
Cc1ccc(S(=O)(=O)N2CCN(C)CC2)cc1C(=O)NC1CCCCC1	5%	2	-19%	-2%	1%	6%	2%	16%	?	nt	-1.0%
CC(C)(C)c1n[nH]c(=S)n(/N=C/c2cccs2)c1=O	13%	3	-2%	3%	-2%	-1%	27%	2%	-4%	-5%	1.9%
COc1ccc(CNC(=O)CNS(=O)(=O)c2ccc(Cl)cc2)cc1	7%	22	11%	-2%	6%	1%	-7%	-7%	-4%	0%	-0.2%
CCOc1ccc(NC(=O)C2CC(=O)N(CC)C(=Nc3ccc4c(c3)OCO4)S2)cc1 (stereo not given)	?	0	-27%	-14%	0%	-3%	-11%	-5%	-2%	-7%	-0.3%
C=CCn1c(C)cc(-c2csc(NC)n2)c1C	-22%	0	-1%	-6%	13%	-3%	-33%	1%	-1%	0%	0.0%
CC(C)CNC(=O)c1cccc(NC(=O)C(C)C)c1	-17%	-2	1%	0%	1%	0%	-3%	0%	2%	0%	0.3%
Cc1ccc(CNCCCSc2nc(C)cc(C)n2)cc1	-52%[inhibitor]	-1	-5%	-10%	-1%	2%	-22%	-9%	-21%	1%	-1.0%
COc1ccc(-c2ncn(CCC#N)c2[N+](=O)[O-])cc1	-24%	1	-1%	7%	3%	-2%	6%	-3%	-4%	-1%	-0.4%
CCN(CC)S(=O)(=O)c1ccc(C(O)=C(C#N)c2nc3ccccc3n2C)cc1	4%	nt	nt	nt	nt	-3%	-29%	nt	-2%	1%	nt
CNS(=O)(=O)c1ccc(CCC(=O)N2CCOCC2)cc1	27%	nt	nt	nt	nt	0%	-7%	nt	0%	0%	nt
CCCCc1nc2ccccc2c(=O)n1NC(=O)c1c(O)c2ccccc2n(C)c1=O	2%	0	0%	-2%	-2%	-12%	6%	1%	-9%	-9%	-0.8%
O=C(CSc1nnc(Cn2nnc(-c3ccccc3)n2)n1-c1ccccc1)Nc1ccc(F)cc1	-23%	-3	0%	8%	0%	0%	-1%[1.84 µM]	8%	-1%	-4%	-0.4%
CC(C)(C)NCC(O)COCc1ccc(Cl)cc1 (stereo not given)	-11%	2	-3%	-6%	-1%	-2%	2%	10%	2%	-11%	-0.3%
COc1ccc(-c2noc(CCC(=O)Nc3nc4ccccc4s3)n2)cc1	15%	0	14%	-2%	-2%	0%	-2%	1%	6%	-2%	0.0%
CC1(C)CC(=O)C=C(N=CC2=C(O)CC(C)(C)CC2=O)C1	21%	-1	nt	nt	nt	8%	4%	nt	5%	-5%	nt
CCN(c1ccc2c(c1)OCO2)S(=O)(=O)c1cc(Br)cc2c1N(C(C)=O)CC2	5%	0	-10%	-5%	-1%	-6%	-36%	-5%	13%	-16%	-0.3%
COC(=O)c1[nH]c2c(c1C)C(=O)CC(c1ccc(OC)cc1)C2 (stereo not given)	-15%	12	-8%	-2%	3%	2%	-23%	-8%	-2%	-1%	-0.2%
O=C1CCCC/C=C\C[C@H](CC(=O)N(CCO)Cc2ccccc2)C(=O)N[C@@H](c2ccccc2)CO1	-37%	nt	6%	0%	-1%	3%	-11%	3%	3%	-6%	-0.8%
O=C(O)CNc1nc(Cl)ccc1[N+](=O)[O-]	-11%	0	7%	0%	-2%	-2%	-30%	5%	-1%	-2%	-0.4%
O=C(CSCCO)Nc1ccc(C23CC4CC(CC(C4)C2)C3)cc1	-29%	?	-20%	?	-2%	3%	1%	?	nt	-2%	-0.7%
CC(C)n1c(/N=C/c2c[nH]c3ccccc23)nc2ccccc21	22%	-1	-19%	2%	-6%	-19%	2%	0%	9%	-4%	0.1%
Nc1cccc(-c2cc3ccccc3oc2=O)c1	5%	23	0%	?	-2%	-2%	58%	4%	-1%	0%	0.0%
COc1ccc(-c2nnc3ccc(SCc4ccccc4)nn23)cc1	12%	24	-1%	-1%	2%	-16%	-1%	0%	1%	-7%	-0.9%
O=C(CN1C(=O)S/C(=C/c2cccs2)C1=O)N1CCOCC1	18%	3	-5%	-1%	0%	-1%	0%	8%	-8%	-1%	0.0%
Cc1onc(-c2ccccc2Cl)c1-c1nc(-c2ccncc2)no1	11%	13	-4%	2%	-1%	-2%	0%	-2%	5%	-5%	-0.4%
COC(=O)c1sc(NC(=S)NC(=O)c2cccc(C)c2)nc1C	9%	-2	4%	?	4%	-6%	4%	4%	-1%	-3%	-0.3%
O=C(Nc1ccc(Cl)cc1)Nc1ccc(Br)cn1	19%	-2	5%	12%	3%	4%	21%	8%	-1%	-3%	0.3%
CCN(CC)S(=O)(=O)c1cccc(NC(=O)COC(=O)/C=C/c2ccco2)c1	29%	1	-11%	2%	4%	-2%	-21%	5%	1%	-2%	-0.6%
O=S(=O)(c1ccc2ccccc2c1)N(CC1CO1)c1ccccc1 (stereo not given)	?	23	-9%	2%	-6%	-1%	-10%	-12%	-3%	0%	0.4%
CC(C)c1nnc(NC(=O)CCC(=O)NCc2ccc(F)cc2)s1	?	-1	-3%	6%	2%	4%	0%	3%	11%	0%	-0.2%
CCN(CC)CCCNC(=O)N[C@@H](Cc1ccccc1)C(=O)O	-3%	10	-4%	0%	-4%	2%	1%	-14%	4%	-3%	-0.9%
O=C(NC(=S)NCc1ccccc1)c1ccccc1Br	-19%	6	-7%	3%	3%	-2%	22%	nt	3%	-4%	0.0%
COc1ccc(-c2nc3n(n2)C(c2cccnc2)C(C(N)=O)=C(C)N3)cc1 (stereo not given)	2%	1	-4%	0%	2%	-2%	5%	-6%	1%	-4%	-0.1%
Cc1cnc(NC(=O)CSc2nnc(N)s2)s1	-8%	0	-6%	1%	1%	4%	-8%	8%	0%	0%	0.0%
O=C(Nc1ccc(Cl)cn1)C1CCCN1S(=O)(=O)c1ccccc1 (stereo not given)	9%	1	11%	-1%	1%	3%	-2%	-9%	-2%	5%	0.0%
Cc1cc(C)n2cc(CSc3ncccc3C(=O)O)nc2n1	3%	-4	12%	-1%	2%	3%	8%	-2%	-2%	-2%	-0.2%
O=C(O)C1CCc2sc3[nH]c(=S)n(-c4ccccc4)c(=O)c3c21 (stereo not given)	12%	-4	3%	-3%	0%	12%	-5%	2%	-1%	-2%	-0.5%
COc1cccc(NS(=O)(=O)c2ccc(-n3cccn3)cc2)c1	?	6	4%	-7%	-1%	1%	2%	1%	-13%	-3%	0.0%
CC(C)CC(=O)Nc1ccc(-c2nnn(CC(=O)NCc3ccco3)n2)cc1	7%	-1	-3%	?	11%	0%	69%	7%	-6%	-3%	0.0%
CCN(c1ccc(NC(=O)COC(=O)C2CCN(c3ccc(C(F)(F)F)cn3)CC2)cc1)C(C)C	-32%	nt	nt	nt	nt	-4%	10%	nt	17%	-1%	nt
C=C1CCC[C@]2(C)C[C@H]3OC(=O)C(CN4CC(C)OC(C)C4)[C@H]3C[C@@H]12 (stereo not given in full)	-49%[inhibitor]	7	-13%	-7%	2%	2%	-1%	15%	?	-9%	-0.9%
O=C(NCc1ccccc1)C1=C[C@@H](C2CCCCC2)C[C@@H](OCCCCO)O1	0%	nt	nt	nt	nt	-5%	0%	nt	-13%	-3%	nt
COc1c[nH]n(-c2ccccc2)c(=O)c1=O	-30%	nt	nt	nt	nt	-1%	6%	nt	10%	0%	nt
COc1ccc2ccccc2c1CNCCN1CCOCC1	-48%	-3	-1%	1%	3%	3%	-7%	nt	-4%	0%	0.2%
Cc1ccccc1Cn1nc(C)c(NC(=O)c2nc3n(n2)C(C(F)F)CC(C)N3)c1C (stereo not given)	-9%	-3	-20%	-1%	-1%	4%	-3%	16%	7%	-1%	-0.8%
O=C(O)c1ccc2nc(CO)[nH]c2c1	3%	0	-11%	?	7%	-2%	1%	3%	-2%	-3%	0.6%
Cc1c(C=O)c2ccccc2n1CC(=O)NCc1ccccc1	3%	?	8%	-5%	18%	-1%	0%	2%	4%	-3%	0.2%
CCC(C)NC(=O)C1CCC(=O)N(c2cc(OC)c(OC)c(OC)c2)C1c1ccc(OC)cc1 (stereo not given)	12%	2	3%	0%	2%	4%	-10%	3%	6%	-2%	0.0%

Screening data as filed in PubChem BioAssay.
